S1P3 antagonist: S1P3 receptor antagonists, primary screen, cell-based. 170,000 compounds, 0.27% hits. CHO S1P3 NFAT-BLA reporter, FRET fluorescence, antagonist mode. Sphingosine 1-phosphate receptor 3 (Homo sapiens), Q99500. inhibition, % at 4.98 µM;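 active = inhibition above the plate cutoff, the mean inhibition of test wells on that plate plus 3 SD, cut at about 28% in these data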;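 also: cells challenged with S1P at its EC80 of 0.8 µM; blue over green emission ratio from cleaved BLA substrate after 4 h stimulation; 0% = S1P-stimulated wells and 100% = unstimulated DMSO-only wells; some compounds past the cut are filed as inactive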
Target sequence (Q99500 whole entry, looked up): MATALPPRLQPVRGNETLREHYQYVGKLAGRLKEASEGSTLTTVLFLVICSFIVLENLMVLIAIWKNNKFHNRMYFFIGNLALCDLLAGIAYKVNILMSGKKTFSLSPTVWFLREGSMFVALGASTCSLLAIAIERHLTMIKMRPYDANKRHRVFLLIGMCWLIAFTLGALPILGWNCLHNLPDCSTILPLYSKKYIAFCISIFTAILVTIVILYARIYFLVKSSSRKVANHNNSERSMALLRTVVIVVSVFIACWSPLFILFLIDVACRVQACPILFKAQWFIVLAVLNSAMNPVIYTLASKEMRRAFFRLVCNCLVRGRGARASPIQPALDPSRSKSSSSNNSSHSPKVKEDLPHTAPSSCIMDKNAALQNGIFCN
PMI act hi M6P: human PMI activators, high substrate, primary screen, biochemical, fluorescence intensity, near-saturating mannose 6-phosphate. Mannose-6-phosphate isomerase (Homo sapiens), P34949. coupled PMI enzyme assay, resazurin fluorescence, 20 min; active compounds read high; 1 = untreated enzyme, 0 = substrate-free blank. activation factor at 20 µM. 190,000 compounds, 0.34% hits;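 active = activation factor of 2 or more at 20 µM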
Target sequence (P34949 whole entry, looked up): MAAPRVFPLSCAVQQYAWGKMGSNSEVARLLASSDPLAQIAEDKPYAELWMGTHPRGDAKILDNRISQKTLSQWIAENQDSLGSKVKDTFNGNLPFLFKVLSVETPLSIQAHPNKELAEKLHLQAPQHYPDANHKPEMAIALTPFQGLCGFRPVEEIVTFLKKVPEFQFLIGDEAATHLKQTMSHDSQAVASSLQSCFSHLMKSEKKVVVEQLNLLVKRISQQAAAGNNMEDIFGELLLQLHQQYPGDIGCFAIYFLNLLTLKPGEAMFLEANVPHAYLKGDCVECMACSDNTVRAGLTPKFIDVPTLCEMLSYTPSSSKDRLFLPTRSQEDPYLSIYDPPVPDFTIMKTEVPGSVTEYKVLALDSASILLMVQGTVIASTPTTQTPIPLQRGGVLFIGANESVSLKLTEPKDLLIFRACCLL
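Test system – human PMI in coupled enzyme assay · Timing – 20 min incubation at room temperature · Detection – Diaphorase-driven resazurin-to-resorufin fluorescence, excitation 544, emission 590 nm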
PMI act: activators of human PMI, primary screen, biochemical, fluorescence intensity, near-Km mannose 6-phosphate; Mannose-6-phosphate isomerase (Homo sapiens), P34949; purified human PMI, coupled resazurin fluorescence, 20 min; active compounds read high; 1 = vehicle control, 0 substrate-free wells; activation factor at 20 µM; 190,000 compounds, 0.005% hits; AID 1214, 2008;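 active = activation factor of 2 or more at 20 µM, relative to plate controls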
L major viab: Leishmania major promastigote growth inhibition, primary screen; Leishmania major promastigotes, resazurin fluorescence viability; 200,000 compounds, 9% hits; AID 1063, 2008; inhibition, % at 10 µM;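 also: promastigotes grown with compound for 44 hours at 28 °C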
Hsp70 activator: Hsp70 transcriptional activators, primary screen, cell-based, HeLa, Hsp70 promoter luciferase, luminescence, 10 µM; HeLa Hsp70 promoter luciferase reporter; scaled: vehicle 0, proteasome-inhibitor control 100%; activation, % at 10 µM; 200,000 compounds, 0.04% hits; AID 1203, 2008;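 active = activation above the mean across all tested compounds plus 3 SD, cutoff set per campaign, cut at about 5.5% in these data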;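 also: 100% = MG132 at 30 µM as the positive control and 0% = DMSO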
Diaph act CS: compounds boosting diaphorase resazurin reduction – biochemical, uHTS, resorufin fluorescence, counter-screen for diaphorase-coupled primary assays, primary screen | 190,000 compounds, 0.005% hits | activation factor at 20 µM | AID 1229, 2008 | Diaphorase/resazurin coupled assay, 16 min; active compounds read high; 1 = vehicle wells, 0 = NADH-free wells;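 active = diaphorase activity raised at least twofold by the compound at 20 µM; inactive = activation factor below 2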
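System – purified diaphorase enzyme from Clostridium kluyveri · Input – enzyme 0.07 U/mL final · Also added – final NADH 0.114 mM, resazurin 0.1 mM · Measured by – fluorescence of resorufin, 544 nm excitation, 590 nm emission · Timing – 16 min enzyme reaction, ambient temperature · Measure – resorufin increase flagging diaphorase activators or reducers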
G6PDH CS: L. mesenteroides G6PDH inhibitors, counter-screen for G6PDH-coupled screening assays, biochemical, Leuconostoc mesenteroides enzyme | 200,000 compounds, 0.12% hits | inhibition, % at 5 µM | Purified L. mesenteroides G6PDH, diaphorase/resazurin coupled fluorescence, 45 min | AID 1020, 2008
Diaph inh CS: diaphorase inhibitors and chemical oxidizers, primary screen, counter-screen for diaphorase-coupled primary assays, biochemical, uHTS, resorufin fluorescence; diaphorase resazurin-to-resorufin fluorescence, NADH, 16 min; bacterial (C. kluyveri) enzyme, not human; inhibition, % at 20 µM; 190,000 compounds, 0.69% hits;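 active = primary screen inhibition at 20 µM above a set limit, cut at about 50% in these data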;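 also: plate controls were DMSO with full reaction for no effect and wells lacking NADH for full effect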
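Assay system: diaphorase enzyme from Clostridium kluyveri; Input: enzyme working solution with 0.14 U/mL diaphorase; Timing: 16 min at room temperature; Technique: resorufin fluorescence, excitation 544 nm, emission 590 nm; Benchmarks: positive control minus NADH, DMSO neutral control.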
TLR4 MyD88 comp: inhibitors of TLR4-MyD88 association in cells, primary screen, cell-based, HeLa CL3-4, BLA complementation, FRET ratio; Toll-like receptor 4 (Homo sapiens) + Myeloid differentiation primary response protein …; HeLa CL3-4 TLR4/MyD88 BLA complementation; inhibition, % at 8.4 µM; 200,000 compounds, 0.18% hits; in the data active = inhibition above about 25%;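 also: 0% = vehicle and 100% = reference inhibitor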
RAM inhibit: inhibitors of the yeast RAM network, primary screen, dse1pr::URA3 reporter, 5-FOA selection. AID 868, 2007. 190,000 compounds, 1.8% hits. inhibition, % at 50 µM. S. cerevisiae dse1pr::URA3 reporter, 5-FOA growth OD615, 2 d; analog-sensitive cbk1-as2 kinase mutant strain;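 active = inhibition above a set limit, 3 SD over mean compound inhibition, cut at about 8.4% in these data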;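 also: 0% = DMSO-only wells with no growth and 100% = 10 µM 1-NA-PP1 full growth; inhibition rescues growth on 5-FOA so higher OD means more RAM inhibition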
Redox H2O2 prof: compounds producing H2O2 with reducing agent – biochemical, NIH compound library profiling, artefact control for MLSCN library redox annotation, primary screen. DTT-dependent redox cycling H2O2, phenol red/HRP absorbance; 100% = 100 µM peroxide control, 0% = buffer. activation, % at 10 µM. 200,000 compounds, 0.03% hits;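 active = activation of at least 50% relative to the plate's high and low controls in the primary single-dose screen; inactive = activation below 50%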;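 also: compound incubated with DTT at 0.8 mM final as the reducing agent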
Active calls of the source: *; . = no result given. Rule as the data show it, unless noted: active = inhibition above about 50%; inactive = the rest.

SMILES	S1P3 antagonist	PMI act hi M6P	PMI act	L major viab	Hsp70 activator	Diaph act CS	G6PDH CS	Diaph inh CS	TLR4 MyD88 comp	RAM inhibit	Redox H2O2 prof
O=C(NCCc1ccccc1)c1ccc(-c2ccccc2C(F)(F)F)o1	1	0.9	0.9	-3	0.2	0.8	9	20	2	4.3	0.4
CN(CCCNC(=O)Cn1cc2c(n1)CCCC2)C1CCCCC1	-28	1	1	-7	-0.1	0.8	-10	20	-3	0.9	-2.5
CCC(OC(=O)c1nsc(Cl)c1Cl)C(=O)NCCOC (stereo not drawn)	1	1	1	0	-0.1	1	2	2	3	1.7	-0.8
O=C(CSc1nnc(Cc2ccccc2)n1-c1ccccc1)N1CCOCC1	-18	0.9	0.9	-8	-0.3	0.8	14	17	0	3.4	3.1
CC(C)N(Cc1ccccc1)S(=O)(=O)N(C)C	12	1	1	4	-0.3	0.9	-1	11	-5	-0.1	2.2
ONC(=Nc1ccccc1)c1ccc(Cl)cc1	.	0.9	0.9	-2	-0.1	0.9	-21	12	-8	-0.7	1.6
CCC(C)(C)n1nnnc1CN1CCSCC1	1	1.2	0.9	2	0.3	1	-2	4	4	1.0	-0.1
Cc1cc(Nc2ccc(C)c(F)c2)n2ncnc2n1	-31	0.9	1	-4	-0.1	0.8	3	19	6	0.4	1.1
C=C(C)COc1ccc2c(C)c(CC(=O)OC)c(=O)oc2c1C	-11	1	0.9	58*	0.3	1	6	4	-2	2.9	2.4
CC(C)=CC1C(C(=O)Nc2ccc(Br)cn2)C1(C)C (stereo not drawn)	71*	0.9	0.9	5	0.0	0.9	7	6	-19	1.1	-1.1
O=c1[nH]c(SCCOc2ccccc2F)nc2ccccc12	-17	1	0.9	-1	0.0	0.9	10	15	-6	4.2	-1.1
Cc1ccc2c(C)nc(SC(C(=O)c3ccccc3)c3ccccc3)nc2c1 (stereo not drawn)	-11	1.1	1	17	-0.1	1	-2	-1	6	4.2	0.5
Cc1n[nH]c(C)c1-c1nc2ccccc2[nH]1	-20	1	1	6	0.0	0.9	-6	13	5	-0.6	0.0
COc1ccc(CCNC(=O)CSc2cn(Cc3ccccc3)c3ccccc23)cc1OC	-15	1.1	1.1	-7	-0.1	1	15	5	4	10*	0.8
CCOC(=O)C1=C(C)N(CCCC(=O)O)C(=O)NC1c1ccc(OC)cc1 (stereo not drawn)	2	1	1	0	-0.3	1	12	2	-8	-1.7	0.2
C/C(=N\O)C(C)NC(=O)c1ccccc1 (stereo not drawn)	12	1	0.9	-6	0.2	1	4	2	-2	1.2	-0.2
Cc1ccc(C(=O)N/N=C(/CC(=O)c2cccs2)C(F)(F)F)cc1	5	1	1	13	-0.3	0.9	5	13	13	2.1	-0.1
O=C(/C=C/c1cccc([N+](=O)[O-])c1)NCCc1ccc(F)cc1	14	0.9	1	-7	-0.3	0.8	8	17	5	0.5	-0.1
CCOc1ccccc1-n1c(SCC(=O)N(C(C)C)C(C)C)nnc1-c1cccnc1	-2	0.9	0.9	32	0.3	0.8	6	19	1	1.5	0.2
Cc1c(NC2=CC(=O)CCC2)c(=O)n(-c2ccccc2)n1C	-8	0.9	1	3	0.0	1	4	3	-17	0.1	-0.9
COc1cc(CNCC2CCCO2)ccc1OCC(N)=O (stereo not drawn)	-13	1.1	1	-9	-0.1	1	15	2	7	1.4	-0.2
CCN(CC)C(=O)CSc1nc2nc(C)cc(C)c2c(=O)[nH]1	.	1	1	-8	-0.1	0.9	-8	14	-5	1.1	0.4
CCCCc1ccc(Nc2ncnc3nc[nH]c23)cc1	4	1	1	4	0.1	0.8	2	20	-2	1.0	-1.0
COc1ccc(C(=O)NCC(=O)OCc2cccc(Br)c2)cc1	.	1	1	-6	-0.3	0.9	5	6	-11	13*	-4.4
CC(=O)Nc1ccc(OC(=O)c2cc3cc(Br)cc(Br)c3oc2=O)cc1	11	1.2	1.2	46	-0.2	1	0	-4	9	-0.1	0.3

Ordered by length of the SMILES (descending): some entries from above.
SMILES	S1P3 antagonist	PMI act hi M6P	PMI act	L major viab	Hsp70 activator	Diaph act CS	G6PDH CS	Diaph inh CS	TLR4 MyD88 comp	RAM inhibit	Redox H2O2 prof
COc1ccc(CCNC(=O)CSc2cn(Cc3ccccc3)c3ccccc23)cc1OC	-15	1.1	1.1	-7	-0.1	1	15	5	4	10*	0.8
CCOC(=O)C1=C(C)N(CCCC(=O)O)C(=O)NC1c1ccc(OC)cc1 (stereo not drawn)	2	1	1	0	-0.3	1	12	2	-8	-1.7	0.2
Cc1ccc(C(=O)N/N=C(/CC(=O)c2cccs2)C(F)(F)F)cc1	5	1	1	13	-0.3	0.9	5	13	13	2.1	-0.1
O=C(NCCc1ccccc1)c1ccc(-c2ccccc2C(F)(F)F)o1	1	0.9	0.9	-3	0.2	0.8	9	20	2	4.3	0.4
COc1ccc(C(=O)NCC(=O)OCc2cccc(Br)c2)cc1	.	1	1	-6	-0.3	0.9	5	6	-11	13*	-4.4
CN(CCCNC(=O)Cn1cc2c(n1)CCCC2)C1CCCCC1	-28	1	1	-7	-0.1	0.8	-10	20	-3	0.9	-2.5
CCC(OC(=O)c1nsc(Cl)c1Cl)C(=O)NCCOC (stereo not drawn)	1	1	1	0	-0.1	1	2	2	3	1.7	-0.8
COc1cc(CNCC2CCCO2)ccc1OCC(N)=O (stereo not drawn)	-13	1.1	1	-9	-0.1	1	15	2	7	1.4	-0.2
CCC(C)(C)n1nnnc1CN1CCSCC1	1	1.2	0.9	2	0.3	1	-2	4	4	1.0	-0.1

Following part
SMILES	S1P3 antagonist	PMI act hi M6P	PMI act	L major viab	Hsp70 activator	Diaph act CS	G6PDH CS	Diaph inh CS	TLR4 MyD88 comp	RAM inhibit	Redox H2O2 prof
Cc1cc(C)nc(N2CCN(CC(=O)NCc3ccccc3)CC2)n1	.	1	1.3	-2	-0.2	1	6	-4	4	1.3	-4.2
COC(=O)Cc1[nH]n(-c2nc3ccccc3s2)c(=O)c1C(C)=Nc1ccc(C)cc1	0	0.7	1	-5	-0.4	0.8	12	18	-10	6.4	0.4
FC(F)Sc1nc(-c2ccccc2)c(-c2ccccc2)n1C(F)F	-5	0.8	0.8	7	-0.4	0.8	0	21	-15	-0.5	0.3
CC(C)NCC(O)COCc1ccc(Cl)cc1 (stereo not drawn)	-11	1	1	-3	0.4	0.8	4	16	-6	1.1	2.2
Cc1ccc(C)c(NCc2n[nH]c(=S)n2-c2ccccc2)c1	-2	0.9	1	-4	-0.1	0.8	18	21	3	2.6	0.0
CC(=C/c1ccccc1)/C=N/Nc1nc(N2CCOCC2)nc(N2CCOCC2)n1	-4	1	0.9	63*	-0.5	1	6	5	3	0.0	0.2
Cc1ccc(C(O)(c2ccccc2)c2ccccc2C(C)N(C)C)c(C)c1 (stereo not drawn)	.	1.1	1.1	100*	-0.2	1	2	2	5	-0.3	-4.0
CCN1CCN(C(c2ccccc2F)c2nnnn2Cc2ccc3c(c2)OCO3)CC1 (stereo not drawn)	-2	0.9	1	4	-0.2	0.8	11	17	0	0.5	-3.5
OCCN1CCN(CC(O)COCC2COc3ccccc3O2)CC1 (stereo not drawn)	-1	1.1	1.1	-5	-0.2	0.9	2	11	6	0.2	-1.7
O=C1c2ccccc2NC(c2ccc3c(c2)OCCO3)N1c1ccc2c(c1)OCCO2 (stereo not drawn)	.	0.9	1	18	-0.4	0.9	3	15	-9	0.4	-0.4
CCOC(=O)c1c(-c2ccc(C)cc2)csc1NC(=O)CCN1CC(C)OC(C)C1 (stereo not drawn)	-13	0.9	0.7	98*	-0.3	0.8	21	24	-7	-0.2	-0.2
COc1ccc(CC(=O)Nc2cccc(C(=O)NN3C(=O)c4ccccc4C3=O)c2C)cc1	-3	1	1	4	-0.3	0.9	-1	6	5	0.1	-0.3
CCO[C@@H]1OC(C(=O)NCc2nc3ccccc3[nH]2)=C[C@H](C2CCCCC2)[C@H]1CCCO	-25	0.9	0.9	4	0.1	0.9	8	14	-7	-0.8	-0.4
CCCOc1cccc(OCCSc2nc(C)cc(=O)[nH]2)c1	23	0.8	0.9	-11	0.1	0.9	5	8	-1	2.6	0.0
O=C(O)c1cccc(-c2ccc(/C=N/NC(=O)C3COc4ccccc4O3)o2)c1 (stereo not drawn)	-13	1	1.1	-10	0.0	0.9	8	6	-16	0.9	1.5
CN(C)S(=O)(=O)c1ccc(C(=O)Nc2nnc(SCc3cccc4ccccc34)s2)cc1	-8	1.9	1.5	-13	-0.3	1	-3	-2	-10	6.6	0.1
CCOc1ccc(OCc2ccc(C(=O)NCc3ccncc3)o2)cc1	10	1	0.9	-2	-0.1	0.9	1	6	8	2.1	-0.1
COc1ccc(/C=N/NC(=O)C(C)Sc2ccccn2)cc1[N+](=O)[O-] (stereo not drawn)	5	0.8	0.7	-5	-0.2	0.6	2	40	5	1.2	0.4
O=C(CC1CCC1)NC(c1ccccc1)c1ccccc1	-9	1	1	11	-0.3	0.9	9	5	1	1.2	0.0

A few values from above.
`Cc1cc(C)nc(N2CCN(CC(=O)NCc3ccccc3)CC2)n1` in Diaph act CS shows 1
`CCOc1ccc(OCc2ccc(C(=O)NCc3ccncc3)o2)cc1` in S1P3 antagonist shows 10

Screening results deposited in PubChem by several laboratories.
